Fh CTSL1 inh: cathepsin L1 inhibition, PFM18AAP counter-screen | recombinant F. hepatica cathepsin L1, Z-Leu-Arg-MCA fluorescence | inhibition, % at 5.96 µM | 300,000 compounds, 0.49% hits;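 active = inhibition above the mean of all tested compounds plus 3 SD, set per screening campaign, cut at about 17% in these data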;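 note: 0% = plate median of test compound wells and 100% = 1 µM Z-Phe-Ala-diazomethylketone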
PP1 counter: PP1-alpha (human) inhibition in PP5 counter-screen | AID 2235 | inhibition, % at 6.7 µM | purified PP1alpha, OMFP fluorescence | 320,000 compounds, 0.9% hits;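 active = inhibition above the mean inhibition of all tested compounds plus 3 SD, computed separately for each screening campaign, cut at about 15% in these data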
proCasp7 act: activates human procaspase-7, counter-screen for procaspase-3 activators; P55210; recombinant procaspase-7, Ac-DEVD-pNA absorbance 405 nm; D23A/D198A/D206A triple mutant, cannot self-cleave; scale: DMSO 0, 5 µM enzyme 100; activation, % at 8.5 µM; 330,000 compounds, 0.093% hits; AID 463210;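 active = percent activation above the screen-wide mean plus 3 SD, cut at about 25% in these data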
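System: Procaspase-7 triple mutant (PC-7 D3A); measure: % activation from two-timepoint absorbance difference, scaled to controls; times: 1 h compound preincubation, 2 h substrate cleavage, 25 °C; also added: Ac-DEVD-pNA substrate, 400 µM as added; measured by: Epi-absorbance of released pNA at 405 nm, two timepoints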
procasp3 activ: activators of human procaspase-3; P42574; recombinant procaspase-3 D3A, Ac-DEVD-pNA absorbance 405 nm; activation, % at 8.5 µM; 330,000 compounds, 0.11% hits;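 active = activation above the mean of all tested compounds plus 3 SD, cut at about 21% in these data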;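 note: 0% = DMSO alone and 100% = DMSO wells spiked with extra 5 µM PC-3 D3A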
Target sequence (P42574 whole entry D9A/D28A/D175A): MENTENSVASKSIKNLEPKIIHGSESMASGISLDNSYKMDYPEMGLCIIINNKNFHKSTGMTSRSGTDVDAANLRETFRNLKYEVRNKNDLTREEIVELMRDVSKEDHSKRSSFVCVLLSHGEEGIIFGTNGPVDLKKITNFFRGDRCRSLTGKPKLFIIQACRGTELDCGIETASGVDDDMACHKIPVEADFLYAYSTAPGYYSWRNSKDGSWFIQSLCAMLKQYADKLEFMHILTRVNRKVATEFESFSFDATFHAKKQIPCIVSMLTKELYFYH
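Assay system – Procaspase-3 D3A mutant, all three cleavage aspartates alanine · Controls – DMSO-only low control, 5 µM PC-3 D3A high control · Schedule – 1 h compound preincubation, 2 h substrate hydrolysis at 25 °C · Signal – 405 nm absorbance of p-nitroaniline, reads at 0 and 120 min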
AHR act: activators of human aryl hydrocarbon receptor | 320,000 compounds, 2.5% hits | AHR-responsive luciferase reporter cells, luminescence | activation, % at 5 µM | P35869; in the data active = activation above about 47%;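 note: 0% = vehicle wells and 100% = reference agonist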
Target sequence (P35869 whole entry, looked up): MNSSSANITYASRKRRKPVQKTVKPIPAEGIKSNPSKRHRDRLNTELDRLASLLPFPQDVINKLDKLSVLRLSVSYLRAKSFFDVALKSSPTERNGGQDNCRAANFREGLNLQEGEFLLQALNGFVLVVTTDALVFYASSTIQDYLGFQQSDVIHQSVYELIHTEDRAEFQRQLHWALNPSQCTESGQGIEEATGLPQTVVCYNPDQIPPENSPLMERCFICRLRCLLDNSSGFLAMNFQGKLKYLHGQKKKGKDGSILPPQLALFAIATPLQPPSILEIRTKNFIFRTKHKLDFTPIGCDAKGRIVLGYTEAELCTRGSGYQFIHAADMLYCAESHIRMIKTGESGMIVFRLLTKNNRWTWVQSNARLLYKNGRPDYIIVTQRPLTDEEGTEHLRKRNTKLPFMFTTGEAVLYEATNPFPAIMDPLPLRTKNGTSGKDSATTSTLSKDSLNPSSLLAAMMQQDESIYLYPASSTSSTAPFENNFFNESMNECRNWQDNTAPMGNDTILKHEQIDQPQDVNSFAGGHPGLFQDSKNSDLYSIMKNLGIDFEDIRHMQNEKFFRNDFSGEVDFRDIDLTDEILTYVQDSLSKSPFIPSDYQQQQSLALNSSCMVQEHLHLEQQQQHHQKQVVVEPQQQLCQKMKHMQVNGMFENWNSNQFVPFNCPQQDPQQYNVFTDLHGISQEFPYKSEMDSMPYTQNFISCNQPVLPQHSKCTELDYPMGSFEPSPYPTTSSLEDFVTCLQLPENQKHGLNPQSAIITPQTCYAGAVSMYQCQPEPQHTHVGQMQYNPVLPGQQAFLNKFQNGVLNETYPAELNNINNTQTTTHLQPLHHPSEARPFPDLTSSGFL
PP5 primary: blocks human protein phosphatase 5 activity. P53041. purified PP5c, OMFP substrate fluorescence. inhibition, % at 6.7 µM. 320,000 compounds, 0.18% hits. AID 1987;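 active = inhibition above the campaign's mean inhibition across all tested compounds plus 3 SD, cut at about 9.5% in these data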;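 note: 0% = DMSO only and 100% = 100 µM cantharidin control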
PAFAH2 FP inh: inhibitors of human PAFAH2. Q99487. recombinant PAFAH2, FP-rhodamine activity probe, fluorescence polarization. inhibition, % at 3.39 µM. 340,000 compounds, 0.99% hits;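 active = inhibition above the mean over all tested compounds plus 3 SD, cut at about 30% in these data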;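 note: inhibitors block probe labeling of enzyme so polarization drops; 0% = enzyme with DMSO and 100% = wells lacking PAFAH2 protein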
TPT1 inhibitor: C. albicans TPT1 enzyme inhibition. 300,000 compounds, 0.81% hits. inhibition, % at 5 µM. recombinant caTPT1, FP RNA substrate dephosphorylation;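 active = inhibition above the mean of all tested compounds plus 3 SD, set per screening campaign, cut at about 24% in these data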;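 note: plate controls were DMSO alone for no effect and ferristatin control at 100 nM for full effect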
core dimer inh: blocks dimerization of HCV core protein; TR-FRET GST/Flag-core106 dimerization, 1536-well; inhibition, % at 5 µM; AID 1899; 300,000 compounds, 0.33% hits;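 active = inhibition above the mean of all tested compounds plus 3 SD, set per screening campaign, cut at about 45% in these data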
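Assay system – GST-tagged and Flag-tagged HCV core protein residues 1-106 · Quantity – core106 proteins, GST 13.5 nM and Flag 17 nM · Benchmarks – unlabelled core106 and no-GST-core106 wells · Read-out basis – percent inhibition of core106 dimerization signal · Detection – time-resolved FRET, ex 340 nm, em 617 and 671 nm · Schedule – 4 h at 22.5 °C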
An asterisk follows results filed as active; . = not tested or not shown.

Screens in order – Fh CTSL1 inh, PP1 counter, proCasp7 act, procasp3 activ, AHR act, PP5 primary, PAFAH2 FP inh, TPT1 inhibitor, core dimer inh
> CCCn1c(CN2CCCCC2C)nc2c1c(=O)n(C)c(=O)n2C (configuration not stated)
 : 1.8, -5.2, 6.6, -5.5, -1.6, 0.0, -9.2, -3.0, 13.2
> Cc1cc2cc(CCNC(=O)c3ccc(S(=O)(=O)N4CCOCC4)cc3)c(=O)[nH]c2cc1C
 : 1.4, 1.1, 3.3, -0.5, 0.8, 4.1, -0.1, -2.3, 0.2
> CCCCn1nc2cc(C(=O)NC[C@@H]3CCCO3)ccc2c1OCC
 : -5.8, -2.8, 6.4, -4.9, 7.9, -1.7, 8.1, -1.8, 7.0
> COc1ccccc1NC(=O)CSc1nc(O)cc(=O)n1-c1ccccc1OC
 : 2.3, 9.5, 6.5, 9.2, -0.1, 0.2, -3.2, 5.0, 3.2
> CC(C)c1cccc(C(C)C)c1NC(=O)COC(=O)C1=COCCO1
 : -4.6, -0.4, 12.1, 2.8, 0.9, 0.2, 68.3*, 1.4, -0.3
> C=CCOc1ccc(/C=C2\N=C(C)OC2=O)cc1OC
 : 2.1, -1.3, 2.5, 8.6, 4.4, -3.1, 4.4, 17.4, -1.2
> O=S(=O)(NCC(c1ccc2c(c1)OCO2)N1CCOCC1)c1ccc(Br)cc1 (configuration not stated)
 : -6.8, -1.5, -0.1, 6.5, 4.7, -1.3, -1.7, 0.0, 0.4
> COc1cc(NC(=O)c2ccccn2)cc(OC)c1OC
 : 3.6, -4.5, 2.3, -6.0, 4.8, -1.9, -3.6, 0.8, 2.0
> COc1ccc(C(=O)NCCC2=CCCCC2)cc1OC1CCN(C(C)C)CC1
 : -0.7, -1.4, 1.0, 10.4, 0.8, -3.0, 1.6, -0.7, -1.6
> N[C@H](CSCc1ccccc1)C(=O)Nc1ccc([N+](=O)[O-])cc1
 : -0.8, 6.0, -9.2, -4.5, 3.0, 2.6, -7.3, -4.0, -4.3
> C#CCNc1nc(C(C)C)nc2c1nnn2Cc1ccccc1F
 : 1.4, 1.7, 7.2, 2.2, 3.1, -0.3, 2.0, -2.0, 7.8
> CCc1nc(SCC(=O)NCc2ccccc2)c2c(=O)n(C)c(=O)n(C)c2n1
 : -3.5, -4.3, -1.1, 3.5, -1.0, 1.8, 1.6, -3.2, -11.1
> Cc1nn(C)c(C(=O)NCc2ccc(Cl)cc2)c1Cl
 : -2.9, -1.3, 12.2, -10.4, -0.8, -0.7, -2.5, -0.8, -5.7
> CSCC[C@H](NS(=O)(=O)c1ccc(C)cc1)C(=O)N1CCC(C(=O)N[C@@H](C)C(=O)O)CC1
 : 2.2, -0.1, -4.3, -3.9, 0.4, 0.2, 5.1, -3.9, 0.8
> O=C(CC1Oc2ccccc2NC1=O)NCc1ccccc1 (configuration not stated)
 : 1.1, -8.7, 5.6, 8.5, 11.4, 4.0, 2.0, 1.0, -6.5
> COc1ccc(C(=O)N/C(=C\c2ccccc2)C(=O)NC(CC(C)C)C(=O)O)cc1 (configuration not stated)
 : 2.6, -1.8, 11.3, 6.5, -0.2, 2.1, 0.8, 0.3, 4.2
> COC(=O)C1CCN(CC(=O)Nc2ccc(C(=O)Nc3ccccc3OC)cc2)CC1
 : ., 0.2, 4.3, 2.4, -0.4, -0.3, -6.8, ., .
> COc1ccc(NC(=O)CN(C)C(=O)CNC(=O)C2CCCCC2)cc1
 : -1.1, -7.7, 4.9, 2.6, 3.7, 3.4, -1.7, -1.4, -4.0
> O=C(NCCc1ccccc1)Nc1ccc2c(c1)OCO2
 : 2.4, -4.9, 5.5, 9.9, 70.6*, 0.2, 0.5, 0.1, 10.0
> O=C(Cc1coc(-c2ccc(F)cc2)n1)Nc1ccccc1
 : -4.2, -0.9, -1.2, -1.5, -7.9, 1.7, 1.6, 0.6, -0.8
> O=C1C2C3C=CC(C3)C2C(=O)N1CC1CCCO1 (configuration not stated)
 : 1.0, -2.5, 5.2, 2.4, -1.2, 2.1, 4.1, -1.5, -3.2
> Cc1ccc(S(=O)(=O)c2nc(Cc3ccccc3)oc2N2CCOCC2)cc1
 : ., -3.8, -11.5, -1.1, -0.8, -1.9, -1.2, ., .
> CCOC(=O)C(C(=O)Nc1nc2ccccc2s1)C1CCCCC1 (configuration not stated)
 : -0.8, 3.2, 12.2, -0.4, 13.5, 4.4, 0.2, 2.7, 2.9
> Cc1ccc(NC(=O)C2C3C=CC4(O3)C2C(=O)N(CCCN2CCCCC2)C4C(=O)NC2CCCCC2)cc1C (configuration not stated)
 : -0.4, 4.1, -2.6, -0.1, 0.0, 2.3, 3.1, -5.7, -4.4
> c1ccc(C2[C@H]3CN(CC4CCCCC4)[C@H](c4ccccc4)C34CC2(c2ccccc2)C4)cc1 (some centres not stated)
 : -0.1, 0.0, 1.1, 4.0, 1.9, 2.7, -6.6, 3.8, 2.0
> Cc1cc(C)c(S(=O)(=O)N2CCN(C(=O)N3CCCCC3)CC2)c(C)c1
 : -3.1, -1.2, 12.0, -0.5, -1.8, 3.0, 33.6*, -1.5, -0.5
> C=CCNc1nc(N)c([N+](=O)[O-])c(Nc2cccc(Cl)c2)n1
 : 4.5, -1.8, -5.7, 2.7, 89.5*, -0.5, 1.5, 36.3*, -3.7
> COCCCNC(=O)c1ccc2c3c(onc13)-c1ccccc1C2=O
 : 21.7*, 3.2, 10.3, -5.8, 14.6, 3.4, -3.9, -16.1, -6.4
> CCC(=O)NC(c1cccc([N+](=O)[O-])c1)c1c(OC(C)=O)ccc2ccccc12 (configuration not stated)
 : -8.2, -0.3, 4.5, 2.9, 1.1, 0.9, -4.5, -5.1, 0.2
> O=C(CC1C(=O)NCCN1CC1CCCCC1)NCc1ccc(F)cc1 (configuration not stated)
 : -3.7, -1.5, 2.9, 6.4, 1.8, -1.0, -1.1, 0.2, 0.1
> CCOC(=O)c1ccc(N2C(=O)CC(N3CCC(C(=O)OCC)CC3)C2=O)cc1 (configuration not stated)
 : -3.8, -3.8, -2.4, -25.2, 1.7, 4.4, 3.3, 1.2, -6.3
> COCCN(CCOC)S(=O)(=O)c1ccc(C(=O)Nc2nc(C)c(C(C)=O)s2)cc1
 : 20.0*, -11.4, -1.0, 5.7, 0.1, 2.8, 2.5, -0.9, -0.3
> Cc1ccc(-c2csc3nc4c5ccccc5c(NCCCN(C)C)nn4c(=O)c23)cc1
 : -1.3, 5.4, 1.3, 8.0, 1.1, -0.3, 3.6, 5.2, 1.4
> O=C(Nc1cccc(Cl)c1)C1COc2ccccc2O1 (configuration not stated)
 : -1.7, -3.3, -4.4, 2.1, -2.2, 1.6, -5.2, -3.2, -0.1
> Cc1ccccc1NC(=O)C(=O)NCCc1ccccc1
 : 5.1, -1.9, 7.1, 1.5, -2.1, -1.1, -8.6, -5.3, -1.3
> Cc1cc(Cn2nnc3ccccc32)c(O)c(C(C)(C)C)c1
 : -3.3, 7.1, 4.3, 8.8, 1.4, 3.8, -0.9, 0.0, 4.0
> O=C(NCCc1c[nH]c2ccccc12)Nc1cccc2ccccc12
 : 2.0, 2.9, 0.5, -2.6, 0.5, 5.4, 2.0, -4.0, -7.0
> N/C(=N\OC(=O)Nc1ccccc1)c1cccc(C(F)(F)F)c1
 : -0.6, -6.7, 0.7, 4.8, 1.9, -1.8, -4.0, -0.8, 8.3
> Cc1ccc(Nc2cc(C)c3c(O)cccc3n2)cc1C
 : 2.1, 10.4, 2.4, -38.4, 29.6, 8.5, 16.7, 0.3, -4.7
> COC(=O)c1nnn(-c2nonc2N)c1CSc1ccc(Cl)cc1
 : 2.4, -0.9, -13.3, 2.5, -0.9, 4.5, 12.2, -6.2, 2.4
> Cc1ccc(N2CC(C(=O)Nc3ccc(N(C)C)cc3)CC2=O)cc1C (configuration not stated)
 : -1.3, -3.4, -6.7, 1.0, 0.1, 0.6, 4.9, -3.4, -5.4
> Cc1ccc(C)c(N2N=C(C(=O)Nc3ccccc3N3CCCC3)CCC2=O)c1
 : 1.3, 1.6, -2.6, -1.2, 0.7, 1.6, -4.2, -0.5, 0.7
> O=S(=O)(c1ccc(Cl)cc1)N1CCN(Cc2cccnc2)CC1
 : -3.9, 1.6, -7.7, 8.8, 2.2, 0.4, -12.2, -0.3, -3.7
> OC(COCc1cccs1)CN1CCN(c2cccc(C(F)(F)F)c2)CC1 (configuration not stated)
 : -1.3, 2.2, 1.3, -0.2, 0.0, 3.3, 1.8, -1.4, -12.8
> O=C(NCc1cccnc1)Nc1cc(Cl)cc(Cl)c1
 : 0.1, 1.3, 1.3, -1.3, 39.8, 3.5, -9.8, 2.2, -1.8
> CCOc1cc(C2NC(=O)NC(O)(C(F)(F)F)C2C(=O)c2ccc(OC)cc2)ccc1O (configuration not stated)
 : 2.3, -3.3, -8.8, -0.2, -0.7, -1.6, 2.6, -1.6, -3.4
> CS(=O)(=O)N(CC(=O)N1CCOCC1)c1cccc(F)c1
 : -0.1, -0.3, -3.3, -3.5, -0.7, 1.9, -0.2, -1.4, -14.3
> Nc1cc[n+](CC(=O)c2ccccc2)cc1
 : 2.2, -3.8, 3.3, 0.2, -2.5, 0.9, -0.4, -0.8, 2.5
> COc1ccc(CNC(=O)CN(C)Cc2ccc(SC)cc2)cc1
 : 7.6, 0.9, 0.9, 3.5, 1.5, 2.4, -4.1, -0.4, 5.9
> CC1CCN(C(=S)c2ccc(N(C)C)cc2)CC1
 : 1.0, 3.8, 1.0, 1.0, 6.1, -0.3, 0.0, -1.0, -1.8

Profiles as entered above. Screens in order: Fh CTSL1 inh | PP1 counter | proCasp7 act | procasp3 activ | AHR act | PP5 primary | PAFAH2 FP inh | TPT1 inhibitor | core dimer inh
Entry for Cc1ccc(Nc2cc(C)c3c(O)cccc3n2)cc1C → 2.1 | 10.4 | 2.4 | -38.4 | 29.6 | 8.5 | 16.7 | 0.3 | -4.7
Entry for CCc1nc(SCC(=O)NCc2ccccc2)c2c(=O)n(C)c(=O)n(C)c2n1 → -3.5 | -4.3 | -1.1 | 3.5 | -1.0 | 1.8 | 1.6 | -3.2 | -11.1

The list continues.
Screens in order – Fh CTSL1 inh, PP1 counter, proCasp7 act, procasp3 activ, AHR act, PP5 primary, PAFAH2 FP inh, TPT1 inhibitor, core dimer inh
> COC(=O)c1ccccc1NC(=S)N(C)C
 : -4.7, -1.0, 10.4, 0.3, -1.8, 3.8, 1.1, -1.0, -1.8
> Cc1sc(C(C2C(=O)CC(C)(C)CC2=O)C2C(=O)CC(C)(C)CC2=O)cc1[N+](=O)[O-]
 : -0.2, 2.3, -4.5, -4.5, 3.4, 1.9, 5.1, 1.4, 1.2
> Cc1ccc(C)c(OCCCC(C)(C)C(=O)O)c1
 : -3.3, 0.0, -1.1, 9.9, -4.5, 0.1, 1.8, -3.3, 5.7
> COc1ccc2c(c1)C(=O)N1[C@H]3c4cc(Br)ccc4OC[C@@H]3[C@H](c3ccccc3)[C@]1(C)C(=O)N2
 : 9.7, 9.3, -3.5, 4.3, 2.0, 3.8, -16.9, 5.0, -1.1
> O=C(NCCNc1ccc([N+](=O)[O-])cc1C(F)(F)F)c1ccccc1F
 : 11.7, 1.4, -6.4, -8.9, 59.3*, 0.8, -4.5, 4.1, -118.7
> Cc1cc(C)cc(Oc2ccc(-c3nnc(-c4ccccc4)o3)cc2[N+](=O)[O-])c1
 : 1.1, 0.4, 3.1, -8.3, 0.2, 3.4, 1.7, -1.7, 4.3
